CF NFkB block: inhibitors of PAF-induced NF-kB signaling, primary screen, cell-based, GFP fluorescence, uHTS | KKLEB NF-kB-GFP reporter, GFP fluorescence overnight | inhibition, % at 5 µM | hit rate 0.86% among 360,000;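 active = at least 50% inhibition at 5 µM, scaled per plate between neutral and stimulator controls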;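 also: PAF is a Pseudomonas aeruginosa culture filtrate used as stimulus; plate controls were PAF-stimulated DMSO wells for no effect and unstimulated DMSO wells for full effect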
TWEAK-Fn14 inh: inhibitors of TWEAK-Fn14 signaling, primary screen, luciferase reporter cells, uHTS | TWEAK-stimulated Fn14 reporter cells, luciferase luminescence, 8 h | inhibition, % at 10 µM | hit rate 2% among 360,000; in the data active = inhibition above about 50%
NR2E3 ag-1: NR2E3 agonists in two-hybrid cells, primary screen, cell-based, luminescence, CHO-S, Gal4-NCOR/VP16-NR2E3 | Photoreceptor-specific nuclear receptor (Homo sapiens), Q9Y5X4 | luciferase | inhibition of corepressor binding, % at 3.98 µM | hit rate 0.35% among 360,000 | AID 602229, 2012;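 active = inhibition above the mean of all tested compounds plus 3 SD, cut at about 70% in these data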;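 also: 0% = DMSO with NR2E3 transfected cells and 100% = cells lacking NR2E3 construct; higher means lower luciferase signal from less NR2E3 corepressor binding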
Target sequence (Q9Y5X4 whole entry, looked up, the tested form may be a part): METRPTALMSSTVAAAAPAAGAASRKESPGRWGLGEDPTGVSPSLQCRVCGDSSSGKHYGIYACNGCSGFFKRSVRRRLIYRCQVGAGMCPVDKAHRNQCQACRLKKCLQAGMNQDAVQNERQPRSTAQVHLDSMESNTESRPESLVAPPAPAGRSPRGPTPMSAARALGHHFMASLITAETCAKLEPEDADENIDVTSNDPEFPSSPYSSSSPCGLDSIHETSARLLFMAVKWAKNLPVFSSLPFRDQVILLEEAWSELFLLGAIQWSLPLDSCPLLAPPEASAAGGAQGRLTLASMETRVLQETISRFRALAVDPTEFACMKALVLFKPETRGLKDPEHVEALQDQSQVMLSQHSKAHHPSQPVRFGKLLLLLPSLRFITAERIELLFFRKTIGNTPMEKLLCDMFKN
C8 TRAIL sens: viability loss with TRAIL in NB7+C8 cells, primary screen, TRAIL sensitizer project, cell-based, ATPlite luminescence | inhibition (viability loss, TRAIL sensitization), % at 10 µM | hit rate 1% among 360,000;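 active = compounds causing at least 50% loss of cell viability in the single-dose screen, relative to plate controls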
KKLEB tox: cytotoxicity in KKLEB CF airway cells, primary screen, cytotoxicity control for CF NF-kB inhibitor project, cell-based, uHTS, fluorescence assay plates; activity change (cytotoxicity), % at 5 µM; AID 602141, 2011; hit rate 0.36% among 360,000; KKLEB CF airway cells viability, ATPlite luminescence, overnight; stronger effect = lower value; cells stimulated with P. aeruginosa culture filtrate;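 active = corrected activity change at or below -50% at 5 µM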
Shn3 3UTR inh: reduction of Shn3 3'UTR firefly luciferase signal, primary screen, Schnurri-3 inhibitor project, cell-based, Clone20 osteoblasts, set 2; Clone20 osteoblast Shn3 3'UTR firefly luciferase, 24 h; inhibition, % at 12.5 µM; hit rate 0.52% among 360,000; AID 588674, 2011;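 active = mean inhibition of at least 75% with every replicate also reaching 75%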;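 also: 0% = median of neutral control wells and 100% = pilot-screen positive control compound; some compounds past the cut are filed as inactive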
Peg3 promoter: Peg3 promoter-driven luciferase inhibitors, primary screen, cell-based, HeLa, luciferase luminescence; HeLa PEG-Prom luciferase reporter, overnight; inhibition, % at 20 µM; hit rate 1.7% among 360,000; AID 588405, 2011;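 active = inhibition of at least 50% at 20 µM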
TROY NFkB inh: inhibitors of TROY-driven NF-kB signaling, primary screen, Q293 LMP1-TROYcd cells, NF-kB luciferase, uHTS | Q293 LMP1-TROYcd NF-kB luciferase reporter, 4 h | hit rate 0.98% among 360,000 | inhibition, % at 10 µM;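 active = compounds whose plate-normalised and pattern-corrected inhibition of the luciferase reporter signal at the single screening dose is 50% or more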
HIF-2a block: HIF-2a reporter inhibitors, primary screen, luminescence, 786-0 RCC cells. 786-0 RCC cells HIF-2a reporter, luciferase luminescence, overnight. inhibition, % at 18.8 µM. hit rate 0.72% among 360,000;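 active = inhibition of the luminescence signal of 40% or more relative to plate controls, in a single-dose primary screen at 18.75 µM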
NR2E3 ag-2: inhibitors of NR2E3-RetCOR corepressor binding, primary screen, NR2E3 agonist project, biochemical, TR-FRET, GST-NR2E3, biotin-RetCOR; AID 2300, 2010; 1536-well; inhibition of corepressor binding, % at 4.78 µM; Photoreceptor-specific nuclear receptor (Homo sapiens), Q9Y5X4; hit rate 0.12% among 320,000;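 active = percent inhibition above the cutoff of mean plus 3 SD of all tested compounds, set per screening campaign, cut at about 20% in these data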;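 also: 0% = DMSO wells and 100% = biotin wells as full block of FRET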
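System: GST-tagged NR2E3 plus biotinylated RetCOR corepressor; Amount: 1.35 nM GST-tagged NR2E3 final; Dosing: single nominal compound dose of 4.8 µM; Schedule: 5 h incubation at 4 °C; Technique: TR-FRET with europium anti-GST and streptavidin-D2, 340 nm excitation; Controls: biotin wells as high control, 0.6% DMSO wells as low control.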
TRPM1 prom inh: inhibitors of MITF-dependent TRPM1 promoter reporter, primary screen, cell-based, SK-MEL-5, single point, luciferase; hit rate 0.83% among 330,000; inhibition, % at 12.5 µM; SK-MEL-5 TRPM1 promoter luciferase, 24 h;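 active = mean inhibition across replicates of 60% or more, whatever share of single replicates reaches that level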; also: values of inactives mirror those of a sister screen read the other way
* = called active by the depositor; · = no result given. Some of the compounds tested; the hit share may differ from the screen's.

no.	Structure	NR2E3 ag-2	Peg3 promoter	HIF-2a block	KKLEB tox	C8 TRAIL sens	CF NFkB block	TROY NFkB inh	NR2E3 ag-1	TRPM1 prom inh	TWEAK-Fn14 inh	Shn3 3UTR inh
1	CCOC(=O)NC(=O)COC(=O)c1ccc(Sc2ncn[nH]2)c([N+](=O)[O-])c1	-0.2	-0.8	12.3	17.0	-2.3	6.4	0.5	-12.3	8.8	4.2	0.5
2	COc1ccc(-c2noc(CCC(=O)N3CCN(c4cccc(OC)c4)CC3)n2)cc1	·	34.8	0.9	0.7	14.8	9.7	40.2	-16.9	2.5	36.8	14.8
3	CC(=O)c1c(C)[nH]c(C(=O)OCC(=O)NCc2ccc(Cl)cc2)c1C	1.3	21.2	22.2	2.2	14.1	-14.2	37.0	7.0	·	14.4	-13.4
4	CCOC(=O)N1CCN(C(=O)c2cc3cc(C)ccc3[nH]2)CC1	1.7	0.8	2.7	0.9	-17.6	-2.2	7.7	-3.8	0.2	8.3	0.8
5	Cc1ccccc1NC(=O)c1sc2nc[nH]c(=O)c2c1C	1.4	14.3	-6.4	-13.2	1.7	2.4	-17.3	15.1	-5.1	21.5	4.4
6	NC(=O)CSc1nc2cc([N+](=O)[O-])ccc2n1-c1cccc(C(F)(F)F)c1	-0.4	21.9	39.7	-21.8	7.3	8.0	-0.2	-4.9	4.8	8.1	-27.1
7	Cc1ccc(OCCC(=O)NNC(=O)c2ccccc2F)cc1	3.6	-4.6	12.8	-4.6	-7.4	6.8	0.1	-17.5	-0.8	-3.5	-7.2
8	O=C(c1cccs1)N1CCN(Cc2ccccn2)CC1	2.2	0.0	8.1	-5.1	1.3	2.8	4.5	-9.6	-1.9	6.4	31.3
9	O=C(Nc1ccccc1-c1ccccc1)c1cnccn1	-1.9	-113.3	-123.5	1.1	-0.1	1.2	·	-27.4	-26.3	-13.0	-17.0
10	Cc1ccc(S(=O)(=O)NC(C(=O)N2CCN(S(=O)(=O)c3cccc(F)c3)CC2)C(C)C)cc1 (stereo unspecified)	·	-4.2	-8.3	5.6	4.3	19.5	-2.8	18.7	-5.7	6.8	21.8
11	CSc1ccc(CN(C)C(=O)C(Cc2ccccc2)NC(=O)c2ccccc2)cc1 (stereo unspecified)	2.3	65.7*	14.9	-12.3	27.8	16.3	16.3	-5.6	4.2	28.1	17.5
12	N#Cc1c(Cl)cccc1N1CCCC1	-0.7	-0.2	13.0	-17.0	-11.4	-1.9	7.8	-14.1	0.0	-16.3	3.4
13	O=C(CC1(O)C(=O)Nc2ccccc21)c1ccccc1 (stereo unspecified)	1.5	6.0	11.3	-11.6	-26.0	14.9	11.5	-25.8	10.8	5.6	1.8
14	O=C(O)CSc1nnc(-c2ccccc2O)n1Cc1ccccc1	-3.5	10.7	17.1	-12.4	13.4	7.9	-3.5	15.9	11.9	4.9	1.5
15	COc1ccc(-c2noc(CCC(=O)NC3CCN(Cc4ccccc4)CC3)n2)cc1	-4.2	-9.1	3.1	2.5	-0.6	2.3	-1.2	7.2	6.3	16.8	22.2
16	CSc1nc2ccc(NS(=O)(=O)c3cccc(Cl)c3Cl)cc2s1	3.0	-3.5	-3.0	-1.1	-10.0	16.5	20.2	37.7	-18.7	5.5	1.4
17	C/C(=N\NC(=O)c1ccn[nH]1)c1cn(C)nc1C	3.0	-88.8	-148.2	19.5	26.9	-23.4	-30.1	-51.8	-12.6	-6.5	-19.5
18	CCOC(=O)C1=C(O)/C(=C/c2ccc(OCC(=O)O)c(OCC)c2)SC1=Nc1ccc(C)cc1	2.0	-7.5	6.7	1.7	-5.0	2.2	15.3	-25.6	-4.5	6.2	-9.7
19	Cc1cccc(-n2ccnc2SCC(=O)Nc2nccs2)c1	3.3	-126.6	-139.7	3.7	-11.4	9.9	-50.4	-52.2	-28.6	-29.0	-35.2
20	O=C(c1ccco1)N1CCN=C1SCc1ccccc1F	-1.4	-28.1	-29.9	-14.4	6.5	-12.5	-11.1	10.7	-21.2	-14.2	-18.6
21	Cc1ccc(C(=O)Nc2ccc(S(=O)(=O)N3CCCC3)cc2)o1	-1.0	5.3	-0.8	5.1	-2.4	6.8	-34.3	-3.9	-8.7	6.2	2.3
22	C/C(=N\N1CCN(Cc2ccccc2)CC1)c1ccco1	5.0	-84.6	-84.8	-2.0	-1.4	-12.2	-2.9	-10.2	-24.3	-0.3	-5.6
23	CCc1nnc(NC(=O)CCC(=O)NCc2ccc(OC)cc2)s1	3.2	1.7	13.7	-2.2	-13.7	-3.3	-2.4	-16.7	0.3	16.1	-26.0
24	O=c1ccn(C2CCCO2)c(=O)[nH]1 (stereo unspecified)	·	-1.8	-2.7	15.1	1.9	-21.2	-1.7	-5.4	-2.1	-21.0	-11.0
25	O=C(Nc1cccc2ccccc12)C1CCN(C(=O)NCc2ccccc2)CC1	3.9	17.2	8.9	7.8	-10.5	4.2	6.0	-5.7	-8.2	4.7	10.9
26	CCn1c(=S)[nH]c2cc(Cl)ccc21	-0.4	27.1	10.9	-1.5	-0.9	-2.9	-7.4	-20.6	19.9	-0.8	-0.4
27	CC1CCCCC12NC(=O)N(CC(=O)OCC(=O)NCc1ccc(F)cc1)C2=O (stereo unspecified)	0.7	0.6	-1.1	-7.5	-0.4	-3.0	-5.9	5.2	-2.0	8.7	-105.7
28	C/C(=N\NC(=O)Cn1nc(C)c(Br)c1C)c1cccs1	3.7	5.2	12.4	-0.8	-8.4	-8.2	10.7	-14.8	-1.1	-1.6	-9.4
29	CCCC(=O)N1CCCC1(C)C(=O)NCc1ccc(F)cc1Cl (stereo unspecified)	·	7.4	7.3	-9.1	4.2	-1.4	0.3	-12.0	·	6.2	-21.2
30	Cn1nc(C(=O)Nc2ccc(S(=O)(=O)Nc3ncccn3)cc2)ccc1=O	1.6	9.7	5.2	5.4	-9.6	-8.0	-27.3	34.2	-1.7	10.5	-0.2
31	O=C(O)CCSc1nnc(SCC(=O)NCC(F)(F)F)s1	3.2	0.5	4.7	-2.1	-2.8	-1.7	-3.1	1.2	8.0	-2.1	31.2
32	Cc1cc(S(=O)(=O)Nc2cccnc2)c(Cl)cc1Cl	2.7	-2.9	18.6	5.9	-8.6	-12.4	13.2	21.2	-5.3	15.1	1.0
33	Cc1ccc(/C=N/NC(=O)c2cc3c(s2)CCCC3)o1	2.0	-113.0	-78.3	-1.9	6.5	-4.7	-28.9	3.2	-37.0	-34.8	-19.5
34	Cc1ccc(C(=O)O)cc1N=Cc1cc(Br)cc(Br)c1O	-0.6	15.1	24.5	10.2	2.2	42.0	-2.1	-7.2	18.3	9.2	14.9
35	COc1ccc(-c2cc(NC=O)c3ncc(-c4cccc(C(=O)N(C)C)c4)n3c2)cn1	·	30.0	17.4	-20.2	7.4	19.6	-3.9	-6.2	·	10.4	-23.8
36	C[C@H](NC(=O)[C@@H]1Cc2ccccc2CN1C(=O)OC(C)(C)C)C(=O)NCC1CCCO1 (stereo partly specified)	-0.1	0.3	-0.1	10.7	-3.2	4.7	-28.6	-9.3	3.9	-7.0	-2.3
37	Cc1cc(/C=N\NC(=O)CC(=O)NC2CCCCC2)c(C)n1-c1ccc(Cl)c(Cl)c1	-5.6	9.2	8.7	-30.6	-12.2	38.8	-5.5	12.5	2.2	13.0	7.6
38	Cc1cccc(CNc2ccc(C(CC(N)=O)NC(=O)c3cccc(Br)c3)cc2[N+](=O)[O-])c1 (stereo unspecified)	4.1	27.1	19.6	3.1	1.8	-0.3	3.4	-31.5	-5.9	7.3	13.1
39	CN(C)C(=O)CN1CCN(c2nc3nonc3nc2N2CCCCC2)CC1	3.4	13.1	15.5	5.9	-5.6	-2.4	-1.5	-10.0	43.0	10.4	-32.4
40	OC(Cc1cccc(C=NN2CCOCC2)n1)(C(F)(F)F)C(F)(F)F	·	7.7	14.5	-5.5	3.3	21.0	4.2	0.2	·	-1.5	-12.0
41	CC(C)(C)c1nnc2sc(SCC(O)=C(C#N)c3nc4ccccc4[nH]3)nn2c1=O	·	20.3	-21.8	1.5	-3.5	20.3	-10.8	-16.9	-7.3	23.1	3.9
42	O=C(O)CC1NC(=S)N(Cc2ccccc2)C1=O (stereo unspecified)	·	52.4*	3.5	-4.4	-8.3	27.3	8.2	-37.2	·	15.3	-2.0
43	CC(=O)Nc1ccc(S(=O)(=O)N2CCN(C(=O)c3ncoc3-c3cccc(F)c3)CC2)cc1	2.6	-3.6	-0.9	7.1	-7.8	-9.5	4.1	-28.8	7.2	9.7	4.4
44	Cc1onc(-c2ccccc2Cl)c1C(=O)N1CCCc2ccccc21	2.3	16.8	-0.6	4.9	5.6	-14.8	10.8	-23.6	-4.5	7.6	5.1
45	O=C(c1nnc(-c2ccc(Cl)cc2)o1)C1CCCC1	-0.3	-213.6	-214.9	2.7	1.5	-10.8	-45.3	-29.8	-79.1	-25.9	-11.4
46	CCOC(=O)c1ccc(NC(=O)CSC2=NN3CCCC(=O)N=C3S2)cc1	-1.9	-17.9	-18.6	7.2	5.2	-0.5	-6.5	14.1	-6.7	-4.0	18.7
47	O=C(NC1CCCC1)C(c1ccncc1)N(Cc1ccccc1F)C(=O)c1csnn1 (stereo unspecified)	6.8	-0.9	1.1	-2.6	5.5	8.7	10.3	-29.2	2.7	4.3	0.8
48	Cc1oc(C(C)(C)C)cc1C(=O)NCC(=O)NCC(=O)O	4.8	8.0	13.8	4.1	0.1	5.8	19.5	-5.2	6.4	4.2	-0.4
49	CC1CN(C(=O)c2cc3c(=O)n4ccccc4nc3s2)CC(C)O1 (stereo unspecified)	1.8	-10.5	-66.2	-12.3	-9.9	2.5	2.5	1.6	1.2	-8.8	-35.0
50	C/C(=N/NS(=O)(=O)c1ccc(Cl)cc1)c1cccc(O)c1	-0.9	0.7	12.2	2.5	-4.4	-7.7	-4.0	7.0	-6.7	-12.3	-17.7
51	COc1ccc(NS(=O)(=O)c2ccc(C)c(C(=O)N3CCCCCCC3)c2)cc1	1.2	12.5	22.7	0.9	2.5	2.7	0.9	-4.6	-1.4	-17.6	10.6

Assay outcomes: PubChem, several laboratories
